# Screens from PubChem BioAssay.
# Pf growth 96h: P. falciparum growth inhibition at 96 hours | actives 6.9% (n = 320,000) | AID 504834 | Potency, µM (titrated, usually from 28.7 µM), for the others: at the top dose activity change, negative = inhibition, actives largely listed as inhibitors | P. falciparum luciferase reporter growth, 96 h; further: potency means the concentration at half of the fitted maximal effect; on the % scale 0 is the no-effect control and ±100 the full control effect
#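 Luminescence readout: decreased luciferase signal marks inhibited growth of reporter-expressing P. falciparum in infected red cells (2% hematocrit, 0.05% parasitemia final), exposed to compound two generations (96 h, 37 C, 5% CO2).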
# Shiga inhibitor: inhibitors of Shiga toxin in Vero cells; Vero cells, Shiga toxin protein synthesis inhibition reporter; inhibition, % at 38.7 µM; actives 9.2% (n = 290,000); in the data active means inhibition mostly above about 28%, no sharp cut-off; inactive means mostly below about 43%; further: 0% is about no effect
# HCV inhibitor: HCV inhibition; Huh7.5.1 HCVcc-Cre infection, luciferase reporter, 44 h; Potency, µM (highest dose often 41.8 µM), for the others: top-dose activity change, negative = inhibition, usual class: inhibitors; actives 3.4% (n = 340,000); further: potency means the concentration at half of the fitted maximal effect; on the % scale 0 is the no-effect control and ±100 the full control effect
#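 HCVcc-Cre virus at an moi near 0.5 was added right after compound to cells cultured 4 h from seeding (1,000 cells/well). Luciferase activity was determined 44 h later, 15 min after substrate addition at RT.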
# Cycloheximide cs: counter-screen for Shiga toxin inhibitors: cycloheximide protein synthesis inhibition. actives 12% (n = 300,000). max response, %. cell reporter, cycloheximide protein synthesis inhibition counterscreen; in the data active means max response mostly above about 13%, no sharp cut-off; inactive means mostly below about 14%; further: read at 38.3 µM for the half of the compounds with a filed dose; 0% is about no effect
# FBPA Giardia inh: Giardia lamblia aldolase inhibition; purified Giardia FBPA; actives 0.71% (n = 290,000); Potency, µM (doses to about 59.6 µM), inactives show at the top dose activity, negative = inhibition, usual class: inhibitors; further: potency means the concentration at half of the fitted maximal effect; on the % scale 0 is the no-effect control and ±100 the full control effect; nearly all actives have a fitted effect of over 55% in size
# Target sequence (A8B2U2 whole entry, looked up): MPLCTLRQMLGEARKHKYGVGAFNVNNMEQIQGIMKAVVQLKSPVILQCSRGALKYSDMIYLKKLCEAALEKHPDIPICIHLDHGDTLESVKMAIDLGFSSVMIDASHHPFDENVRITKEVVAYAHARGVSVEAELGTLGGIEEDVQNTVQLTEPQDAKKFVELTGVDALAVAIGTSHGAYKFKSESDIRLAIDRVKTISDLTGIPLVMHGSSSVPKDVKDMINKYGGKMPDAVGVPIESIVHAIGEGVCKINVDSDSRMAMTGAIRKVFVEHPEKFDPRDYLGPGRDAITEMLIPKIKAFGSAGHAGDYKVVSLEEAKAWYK
#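 40 nM FBPA preincubated 10 min at RT with compound (up to 57.5 uM final), then substrate plus GAPDH/TPI/NAD/arsenate coupling and diaphorase/resazurin added. Fluorescence read after 20 min at RT, 525/598 nm.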
# Pf growth 48h: inhibits P. falciparum growth in the first generation, 48 h; Potency, µM (titrated, usually from 28.7 µM), for the others: at the highest dose activity change, negative = inhibition, most hits filed as inhibitors; actives 5.9% (n = 310,000); P. falciparum luciferase growth in erythrocytes, 48 h; AID 504832; further: potency means the concentration at half of the fitted maximal effect; on the % scale 0 is the no-effect control and ±100 the full control effect
#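 Read-out is firefly luciferase luminescence from an integrated reporter in P. falciparum, so falling signal marks reduced parasite growth. Infected erythrocytes were at 2% hematocrit and 0.1% parasitemia (final) in Albumax-supplemented RPMI 1640.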
# The depositor's hits bear a star; ? = inconclusive; nt = not tested or not shown; & = joins results of further samples; [ ] = another dose, or the depositor's remark. Unless noted, the call rests on the fitted dose curve; in most records, active means well fitted curve in the direction sought with a large enough effect; inconclusive means small, poorly fitted or top-dose-only effect, or another doubt; inactive means no such curve, though single readings can be large; an effect the other way counts as inactive or inconclusive.
SMILES,Pf growth 96h,Shiga inhibitor,HCV inhibitor,Cycloheximide cs,FBPA Giardia inh,Pf growth 48h
CCN(CC)CCC(=O)NC(C)(C)Cc1ccc(O)cc1,90%[activator],-8,27%,-4,-1%,6%
CN(c1ccc(OC(=O)CN2C(=O)NC3(CCCC3)C2=O)cc1)S(=O)(=O)c1ccccc1,24%,nt,35%[activator],nt,nt,18%
COC(=O)COc1cccc(NC(=O)COc2ccccc2)c1,3%,0,4%,1,0%,15%
Cc1ccc(-n2nc(C)cc2NC(=O)CC#N)cc1,?,-5,-7%,1,-4%,148%[activator]
O=C(Cc1ccccc1)NC1CCN(S(=O)(=O)c2ccc(C(=O)O)cc2)CC1,16%,-9,18%,3,-10%,39%[activator]
CC(OC(=O)c1ccc2c(=O)n3c(nc2c1)CCC3)C(=O)Nc1ccc(C(N)=O)cc1 (stereo unspecified),2%,nt,2%,nt,nt,45%[activator]
Nc1ccc(Cl)c(S(=O)(=O)Nc2cccc(Cl)c2)c1,11%,-6,-2%,-2,1%,?
CNC(=S)NNC(=O)c1noc(C)c1C(=O)N1CCN(C(c2ccccc2)c2ccccc2)CC1,-105%,-4,15%,0,10%,?
COc1cc(/C=C2/C(=N)N3N=C(CC(=O)N4CCOCC4)SC3=NC2=O)ccc1OCc1ccccc1,57%[activator],35*,7%,21*,nt,-5%
O=C(N/N=C/c1cc(Br)c(Br)o1)c1ccc2c(c1)OCCO2,11%,60*,?,28*,13µM*,34%[activator]
COc1c(C)cccc1C(=O)NC(=S)Nc1cccc2nsnc12,?,17,-21%,18,-14%,23%
O=C(NCc1cccnc1)c1ccc(COc2ccccc2Br)o1,nt,9,?,-2,0%,?
Cc1cccc(-n2nc3c(c2NC(=O)CCC2CCCCC2)CS(=O)C3)c1C (stereo unspecified),-14%,18,18%,-4,0%,-3%
C/C(=N\N=C\c1ccccc1F)c1nnn(-c2nonc2N)c1C,65%[activator],80*,4%,16*,4%,129%[activator]
O=C(NCC1CCCO1)c1ccc(N2CCCCC2)c([N+](=O)[O-])c1 (stereo unspecified),?,45*,1%,43*,-1%,6%
COc1ccc(CC(C)N2CCN(Cc3ccccc3)CC2)c(OC)c1 (stereo unspecified),-5%,-3,?,-2,0%,?
CCN(CC)S(=O)(=O)c1ccc(N2CCOCC2)c(NC(=O)C(=O)c2c(-c3ccccc3)cc3ccccn23)c1,nt,-15,14µM*,-2,0%,6.6µM*
CC(=O)Nc1ccc(/C=C/C(=O)c2ccc3c(c2)OCCO3)cc1,?,45*,-12%,23*,7%,-29%
N#C/C(=C\c1sc(N2CCOCC2)nc1-c1ccccc1)C(=O)Nc1cccc2ccccc12,2%,-3,-8%,-3,1%,13%
CCC(CO)n1c(SCc2cc([N+](=O)[O-])cc3c2OCOC3)nc2ccccc2c1=O (stereo unspecified),12%,1,-23%,-1,-2%,34%[activator]
COc1ccc(NC(=O)C2C3C=CC(C3)C2C(=O)O)cc1 (stereo unspecified),20%,20,11%,0,-5%,7%
O=C(O)Cc1sc(Nc2cccc3ccccc23)nc1-c1ccc(Cl)cc1,4%,18,19%,20*,-6%,?
O=c1c2c(nc3nc(Cc4ccccc4)[nH]n13)CCC2,?,-3,10%,-1,?,3%
CCOc1ccc(NC(=O)CN(C)C(=O)CCCc2c[nH]c3ccccc23)cc1OCC,?,nt,?,nt,nt,10µM*
CN1c2cccc3cccc(c23)N(C)C1(C)C,62%[activator],-5,-4%,-2,?,?
Cc1ccc(C(=O)N/C(=C/c2cccs2)C(=O)N2CCCCC2)cc1,33%,26,-16%,14,7%,12%
COc1ccc(-c2cc(C(=O)NCCN3CCOCC3)no2)cc1OC,166%[activator],-1,15%,-5,1%,4%
CN(C)[C@@H]1C(=O)C(C(N)=O)=C(O)[C@@]2(O)C(=O)C3=C(O)c4c(O)cccc4[C@@](C)(O)C3C[C@@H]12 (stereo partly specified),2.1µM*,nt,-8%,nt,nt,7.4µM*
COc1ccccc1NC(=O)N1CCN(C(=O)c2ccco2)CC1,1%,3,6%,-2,nt,-3%
COC(=O)C1=C(c2ccc(OCc3ccccc3)cc2)C[C@@H]2CC[C@H]1N2C(=O)NCc1cccc(C(F)(F)F)c1,1.9µM*,nt,13µM*,nt,nt,4.1µM*
CC1(c2nnc(-c3ccncc3)o2)CC(c2ccc([N+](=O)[O-])cc2)=NO1 (stereo unspecified),9%,-6,?,-5,-3%,76%[activator]
O=C(O)c1ccc(N2CC3CC(C2)c2cccc(=O)n2C3)c(NC(=S)Nc2ccc(Br)cc2)c1 (stereo unspecified),31%[activator],10,-19%,10,-14%,14%
O=C(NCCN1CCOCC1)c1ccc(Cl)c(S(=O)(=O)N2CCCC2)c1,54%[activator],-3,4%,6,-4%,?
C=CCN(CC=C)S(=O)(=O)c1ncn[nH]1,13%,10,0%,7,?,22%
C=CCc1ccc(O)c(OC)c1,5%,nt,nt,nt,2%&-6%,-6%
COCC(=O)N1CCC(Oc2ccc(C(=O)N3C[C@@H](C)O[C@@H](C)C3)cc2)CC1,?,9,13%,8,nt,-3%

# Record cards, from the list above:
# Cc1cccc(-n2nc3c(c2NC(=O)CCC2CCCCC2)CS(=O)C3)c1C (stereo unspecified) across the screens: Pf growth 96h = -14%; Shiga inhibitor = 18; HCV inhibitor = 18%; Cycloheximide cs = -4; FBPA Giardia inh = 0%; Pf growth 48h = -3%
# Cc1ccc(-n2nc(C)cc2NC(=O)CC#N)cc1 across the screens: Pf growth 96h = ?; Shiga inhibitor = -5; HCV inhibitor = -7%; Cycloheximide cs = 1; FBPA Giardia inh = -4%; Pf growth 48h = 148%[activator]
# COc1cc(/C=C2/C(=N)N3N=C(CC(=O)N4CCOCC4)SC3=NC2=O)ccc1OCc1ccccc1 across the screens: Pf growth 96h = 57%[activator]; Shiga inhibitor = 35*; HCV inhibitor = 7%; Cycloheximide cs = 21*; FBPA Giardia inh = nt; Pf growth 48h = -5%

# (more compounds)
SMILES,Pf growth 96h,Shiga inhibitor,HCV inhibitor,Cycloheximide cs,FBPA Giardia inh,Pf growth 48h
O=C(CSc1nc2ccccc2s1)Nc1ccc2c(c1)OCO2,38%[activator],14,-3%,0,1%,9%
Cc1ccccc1NC(=O)Cc1nc(COC(=O)/C=C/c2ccccc2)cs1,-19%,nt,-7%,nt,nt,?
O=C(NCc1ccco1)c1cnn2c1NC(c1ccc(Br)cc1)CC2C(F)(F)F (stereo unspecified),4%,-5,-2%,-1,-3%,?
CN(Cc1ccc(Cl)cc1Cl)C(=O)CN1C(=O)NC2(CCCC2)C1=O,6%,nt,4%,nt,nt,19%
CC1CCN(S(=O)(=O)c2ccc3c(c2)c(=O)c(C(=O)N2CCCCC2)cn3C)CC1,?,-11,12%,-5,-1%,?
Cc1cc(C)cc(N(CCC(=O)O)S(=O)(=O)c2ccc3ccccc3c2)c1,?,8,12%,2,22%,?
Cc1ccc(NS(=O)(=O)c2cccs2)nc1,?,-5,7%,1,-18%,19%
COc1ccc(S(=O)(=O)O)cc1P(=O)(c1ccccc1)c1ccccc1,25%,1,6%,-4,-16%,-3%[0.00184 µM]
O=C(O)c1[nH]c2ccccc2c1C=NCc1ccccc1Cl,-27%,-8,11%,-6,-13%,23%
CN(C)c1ccc(-n2cccc2/C=C2/SC(=Nc3ccc(F)cc3)NC2=O)cc1,37%,-12,-22%,1,1%,46%[activator]
COC(=O)c1sc(S(=O)(=O)NCC(=O)O)c(C(=O)OC)c1C,-2%,21,11%,-3,3%,-8%
CC(=O)N[C@@H](Cc1c[nH]c2ccccc12)C(=O)NC1CCCc2ccccc21 (stereo partly specified),-24%,18,-1%,1,-1%,?
O=C(CSC(=S)N1CCOCC1)Nc1nc(-c2ccccc2)c(-c2ccccc2)o1,104%[activator],-20,?,-1,-1%,-2%
Cc1ccc(NC(=O)CCC(=O)OCC(=O)c2ccc(-c3ccccc3)cc2)cc1,10%,-26,9%,1,-3%,8%
COc1ccc(C/C(N)=N/OC(=O)Cc2ccccc2)cc1OC,59%[activator],17,24%,0,5%,3%
COc1ccc(/C=N/NC(=O)C2CC2)c(OC)c1OC,103%[activator],-2,-9%,3,15%,23%
O=C(c1cccc(-c2ccc(O)cc2)c1)N1CCN(c2ccc(F)cc2)CC1,?,32,-4%,-5,4%,?
COc1ccc(NC(=O)CSc2ccccn2)cc1OC,20%,29,5%,19,-12%,13%
COc1ccc(C(=O)NNC(=O)Nc2ccc(Cl)cc2)cc1,63%[activator][5.75 µM],-4,0%,11,6%,15%[5.75 µM]
Cc1c(CC(=O)O)c(=O)oc2c(C)c(OCc3ccc(F)cc3Cl)ccc12,-26%,-3,10%,-2,4%,nt
O=C(OCCOCCN=C1NS(=O)(=O)c2ccccc21)c1ccc(F)cc1,14%,4,-9%,3,0%,10%
Cc1cc(C)cc(N2CCCn3c2nc2c3c(=O)[nH]c(=O)n2C)c1,-5%,-1,7%,-2,-3%,-1%
COc1cc(C(=O)Nc2cc(C)ccn2)cc(OC)c1OC,190%[activator],1,-7%,1,4%,12%
O=C(CSc1nnnn1Cc1ccccc1)Nc1ccccc1,81%[activator],-7,-2%,-4,-2%,3%
O=C(Nc1cccc(-n2cnnn2)c1)c1ccncc1,1%,-2,8%,0,-5%,22%
COc1ccc(C(=O)C2CCCN(Cc3cccn3-c3cccnc3)C2)cc1OC (stereo unspecified),39%[activator],-3,-18%,3,3%,?
CCOc1ccc(NC(=O)COc2nsnc2N2CCOCC2)cc1,33%,-6,-1%,-2,2%,0%
CCOCCCNC(=O)c1ccc2c(c1)ncn2C1CCCC1,-34%,29*,0%,24*,-6%,33%[activator]
CC(C)CNC(=O)c1c(F)c(F)c(F)c(F)c1F,54%[activator],-3,16%,1,4%,17%
CCc1ccccc1NC(=O)c1ccc(NCCc2ccccc2)c([N+](=O)[O-])c1,1%,-9,5%,-4,3%,?
O=S(=O)(N/N=C\c1cccn1-c1ccccc1)c1ccc2ccccc2c1,53%[activator],-12,-17%,-3,-8%,23%
O=C(CS(=O)(=O)c1c[nH]c2ccccc12)Nc1ccc2c(c1)OCCO2,-32%,45*,-1%,38*,?,50%[activator]
Cn1c2ccccc2c2nnc(SC3CCOC3=O)nc21 (stereo unspecified),2%[5.75 µM],-15,-4%,-5,7%,21%
COC(=O)c1cc(NC(=O)c2ccccc2)c(=O)oc1/C=C/Nc1ccc(Oc2ccccc2)cc1,?,2,5%,-6,-6%,-18%
Cc1ccc(-n2c(C)nnc2SCC(=O)Nc2ccccc2)cc1,90%[activator],-4,4%,-4,1%,?
O=C(Nc1ccc(C(=O)N2CCOCC2)cc1)Nc1cccc(Cl)c1,?,65*,-18%,44*,-2%,86%[activator]
COc1ccccc1-c1cc2ccccc2[nH]1,74%[activator],69*,?,38*,-1%,52%[activator]
COCCNC(=O)C1CCCN(S(=O)(=O)c2ccc3c(c2)CC(C)N3C(=O)C2CC2)C1 (stereo unspecified),-17%,-10,-1%,-3,5%,1%
CCCN=C(C)c1c(-c2ccccc2)[nH]n(-c2nc3ccccc3s2)c1=O,nt,-4,16%,22,9%,7%
FC(F)(F)c1ccc2c(c1)ncn2C1CCN(Cc2nnnn2C2CCCCC2)CC1,-1%,-6,?,-3,4%,4.1µM*
COc1cccc2cc(C(C)N(CCCN3CCOCC3)C(=S)Nc3ccc(C)c(C)c3)oc12 (stereo unspecified),31%[activator],9,4%,-2,-3%,3%
CCC(=O)Nc1cc2nn(-c3ccc(OC)cc3)nc2cc1C,nt,90*,-22%,52*,8%,406%[activator]
Cc1ccc(Cn2c(SCC(C)C)nc3c2c(=O)n(C)c(=O)n3C)cc1,nt,9,?,2,-3%,3.7µM*
O=C(N/C(=C\c1ccco1)C(=O)N1CCCC1)c1cccs1,12%,-1,26%,2,-12%,10%
Cc1ccc(C(=O)NCC(=O)OCC(=O)Nc2ccc(Cl)cc2C(F)(F)F)cc1C,15%,-7,0%,-4,10%,4%
